NCOA3 inh = inhibits human SRC3 coactivator; HEK293 GAL4-SRC3 luciferase reporter, luminescence; inhibition, % at 3.6 µM; Q9Y6Q9; actives 0.17% (n = 360,000);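 active = inhibition above a per-campaign cutoff, the mean of all compounds plus 3 SD, cut at about 60% in these data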;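 note: 0% = DMSO-treated cells and 100% = gossypol-treated cells at 36 µM; higher means less SRC3-driven luciferase light from the GAL4 reporter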
TLR9-MyD88 block = blocks human TLR9 binding to MyD88. Q9NR96+Q99836. CHO BLA complementation TLR9-MyD88, CCF4 FRET ratio. inhibition, % at 4.98 µM. actives 0.21% (n = 340,000);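 active = inhibition above the mean over all tested compounds plus 3 SD, cut at about 21% in these data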;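 note: 0% = DMSO only wells and 100% = clavulanate BLA inhibitor control wells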
ABHD5 PLIN5 PPI = ABHD5-PLIN5 protein interaction inhibition; Q00G26+Q8WTS1; Split G. princeps luciferase complementation, luminescence, 4 h; inhibition, % at 4 µM; actives 0.78% (n = 360,000); AID 602281;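 active = inhibition above the mean inhibition across every tested compound plus 3 SD, cut at about 22% in these data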;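 note: 0% = DMSO only wells and the 100% control is not disclosed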
LRH-1 inv ag = NR5A2 inverse agonism in reporter assay | inhibition, % at 3.6 µM | AID 602396 | O00482 | actives 0.13% (n = 360,000) | HEK293T StAR-luciferase reporter, LRH-1 transfected, 24 h;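 active = inhibition above the mean inhibition of all tested compounds plus 3 SD, cut at about 73% in these data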;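 note: 0% = DMSO wells and 100% = reporter-only cells lacking LRH-1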
NR2F2 inh = inhibitors of human COUP-TFII (NR2F2); HEK293T NGFI-A luciferase reporter, luminescence; inhibition, % at 8.6 µM; actives 0.7% (n = 370,000); AID 686940;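 active = inhibition above a per-plate cutoff, mean inhibition of test wells between control levels plus 3 SD, cut at about 38% in these data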;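 note: cells cotransfected with COUP-TFII expression vector driving the NGFI-A reporter; 0% = median of COUP-TF2 test wells and 100% = reporter-only cells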
MC4R antag cAMP = antagonists of human melanocortin 4 receptor (MC4R); P32245; MC4R-expressing cells, MTII-stimulated cAMP, LANCE TR-FRET; inhibition, % at 6.5 µM; actives 0.48% (n = 360,000); AID 540295;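 active = inhibition above its plate's cutoff, the mean of tested wells on that plate plus 3 SD, cut at about 29% in these data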;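 note: 0% = Melanotan II alone and 100% = Melanotan II plus saturating MCL0020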
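Assay system: human MC4R-expressing U2OS cells; reagent: Melanotan II stimulation of cells; dosing: 6.5 µM single dose; timing: compound 30 min, challenge 1 h, detection 1 h; signal: TR-FRET cAMP assay; replicates: one well per compound, no replicates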
NCOA1 inh = inhibits human SRC1 coactivator | Q15788 | HEK293 GAL4-SRC1 luciferase reporter, luminescence | inhibition, % at 3.6 µM | actives 0.12% (n = 360,000) | AID 588354;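 active = inhibition above the campaign mean plus 3 SD, with each screening campaign given its own cutoff, cut at about 60% in these data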;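 note: 0% = DMSO treated cells and 100% = gossypol at 36 µM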
MC4R barr agon = human MC4R agonism via beta-arrestin; actives 0.98% (n = 360,000); P32245; U2OS MC4R beta-arrestin complementation, luminescence; percent of melanotan II response, DMSO zero; activation, % at 8.9 µM;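 active = activation above a per-plate cutoff, the mean activation of sample wells on that plate plus 3 SD, cut at about 8% in these data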
LMP1 NFkB inh = inhibitors of Epstein-Barr LMP1-induced NF-kappaB reporter; LMP1-induced NF-kappaB luciferase reporter cells, luminescence; inhibition, % at 12.5 µM; AID 504558; actives 0.69% (n = 350,000); in the data active = inhibition above about 41%;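 note: 0% = neutral control wells and 100% = reference inhibitor control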
SRC2 inh = inhibits human steroid receptor coactivator 2 | AID 651957 | HEK293 GAL4-SRC2 luciferase reporter, luminescence | Q15596 | inhibition, % at 9 µM | actives 0.17% (n = 370,000);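 active = inhibition above the mean inhibition of all tested compounds plus 3 SD, set per campaign, cut at about 52% in these data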;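 note: 0% = DMSO treated cells and 100% = cells given Gossypol at 36 µM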
NOD2-RIPK2 inh = inhibitors of human NOD2-RIPK2 interaction | CHO BLA complementation NOD2-RIPK2, CCF4 ratio | inhibition, % at 4.98 µM | actives 0.38% (n = 360,000) | AID 624267; in the data active = inhibition above about 21%;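 note: 0% = vehicle only and 100% = reference blocker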
Active calls of the source: *; · = no result given. Not all compounds are listed; count on the stated rates, not on these rows.

SMILES	NCOA3 inh	TLR9-MyD88 block	ABHD5 PLIN5 PPI	LRH-1 inv ag	NR2F2 inh	MC4R antag cAMP	NCOA1 inh	MC4R barr agon	LMP1 NFkB inh	SRC2 inh	NOD2-RIPK2 inh
Fc1ccc(OCc2nc(-c3ccc(Br)o3)no2)c(F)c1	-15	2	5	-19	-3	2	-41	2.7	-15	-56	-25
CCSc1nc2ccccc2n1Cc1nc(N)nc(N(C)C)n1	8	0	3	4	7	-1	-1	-0.2	-3	-10	1
O=C1C(C=NCCN2CCOCC2)=C(O)c2ccccc21	-88	1	-2	-127	-15	15	-105	0.4	-32	-46	1
O=C(NCCc1ccccc1)Nc1ccc(Cl)cc1	-73	11	-7	-121	-69	-1	-97	-2.4	-35	-82	-1
Cc1c(CNC2CCCC2)c(C(=O)O)c(C)n1Cc1ccccc1	-2	-16	-1	15	20	9	10	0.3	0	12	4
COCCCNS(=O)(=O)c1ccc2[nH]c(=O)[nH]c2c1	8	2	0	-3	11	5	-32	-1.1	0	5	-5
CCn1ncc(/C=C/C(=O)c2ccccc2)c1C	-51	-13	-1	-86	-42	14	-76	-0.9	-23	-22	-16
COc1ccc(CCNC(=O)Cc2cc(OC)c(OC)cc2[N+](=O)[O-])cc1OC	-21	1	6	-9	20	10	-5	-0.8	-11	-40	-6
Cc1ccc(C)c(NC(=S)N(Cc2ccco2)C(C)c2cccs2)c1 (stereo not given)	7	-1	-6	10	6	4	7	-0.6	-5	8	2
Cc1c(CC(=O)NCC(C)C)c(=O)oc2cc3c(cc12)CCC(C)(C)O3	-15	14	15	-43	-21	16	-19	-1.3	-5	-17	-2
Cc1ccc(NC2CCCN(C(=O)CN3C(=O)c4ccccc4C3=O)C2)cc1C (stereo not given)	-3	-7	3	-17	4	7	-4	-2.4	-6	-23	6
O=C(CN1C(=O)C2C3CCC(C3)C2C1=O)N1CCN(Cc2ccccc2)CC1 (stereo not given)	-2	-6	3	-3	0	-1	-20	1.0	4	-22	4
CCCc1nc2ccc([N+](=O)[O-])cc2[nH]1	0	-13	1	0	4	3	-2	-0.6	6	-12	-5
COc1ccc(CCC(C)NCc2ccc(C(F)(F)F)cc2)cc1 (stereo not given)	16	8	1	26	-5	4	-2	1.7	-3	4	9
Cc1cc(NC(=O)C2CC(=O)N(c3cccc(C)c3C)C2)no1 (stereo not given)	7	-7	-13	-13	-14	7	-11	1.0	-4	-6	-14
c1ccc(-c2cn(-c3ccccc3)c3ncnc(N4CCCCC4)c23)cc1	-10	-5	2	1	-4	12	27	-2.0	-8	-49	2
CCNC(=O)c1ccccc1CCc1ccccc1	3	2	1	4	-4	11	7	-0.6	3	-16	-1
Cc1ccc(S(=O)(=O)N2CCC3(CC2)CC(=O)c2ccccc2O3)cc1	14	-2	-9	33	1	1	13	3.0	4	-14	2
COc1ccc(/C=C(/C#N)C(=O)Nc2cccc(C)c2C)cc1C(=O)O	16	-4	2	4	4	-1	4	-0.7	1	-7	1
COc1ccc(C(=O)O)cc1F	11	2	-7	10	1	14	-26	1.1	1	9	3
O=C(COC(=O)/C=C/c1cccc(Cl)c1)Nc1ccc(N2CCOCC2)cc1	6	-6	4	16	11	-3	3	9.8*	1	2	-5
COc1cccc(NC(=O)c2cc(-c3ccncc3)nc3c(C)cc(C)cc23)c1	6	8	3	-1	4	2	-7	1.9	-5	-56	4
CCOc1ccccc1Nc1nnc(SCC(=O)NC(=O)c2cccn2C)s1	8	-6	-5	-5	0	24	-4	2.7	3	3	-4
Cn1c(=O)n(C)c2cc(CNC(=O)[C@H]3O[C@@H](n4cnc5c(N)ncnc54)[C@H](O)[C@@H]3O)ccc21	-13	·	4	12	-7	·	-3	·	·	1	-1
O=C(CCSCCC(=O)Nc1ccccc1F)Nc1ccccc1F	14	0	-9	1	-9	1	2	-1.9	2	29	0
CCc1ccc(C(=O)N/N=C/c2ccncc2)s1	-69	-3	4	-43	-29	-6	-57	0.1	-4	-39	-10
O=C(O)COc1cccc(NC(=O)c2ccccc2)c1	1	8	10	10	4	10	-3	-0.7	2	19	-5
COc1ccc(-n2nc(C(=O)NCC(=O)NCC3CCCO3)c3ccccc3c2=O)c(OC)c1 (stereo not given)	4	-9	-7	-12	-13	1	-1	-1.0	6	-15	-6
O=C(O)c1c2c(nc3ccc(Cl)cc13)CCC2	-9	-5	1	7	-5	1	-74	-1.4	2	-8	-3
CC(NS(=O)(=O)c1ccccc1)C(c1cccs1)N1CCOCC1 (stereo not given)	15	-3	4	-9	5	11	11	1.2	1	-2	0
C/C(=N\NC(=O)c1ccc([N+](=O)[O-])c(C)c1)c1ccccc1Cl	-7	9	2	-20	-19	13	-23	-1.2	-9	0	2
COc1ccc(C(=O)NCc2cccc(Cl)c2)cc1S(=O)(=O)N1CCOCC1	-4	-7	8	19	-13	6	1	0.3	-7	29	1
CS(=O)(=O)N(Cc1ccccc1F)c1ccccc1	11	-2	8	-11	6	0	-16	-0.3	-8	-9	-3
NS(=O)(=O)c1ccc(CNC(=O)C23CC4CC(CC(C4)C2)C3)cc1	2	2	-3	-1	6	8	-10	0.0	-5	-11	-2
O=C(O)c1cc([N+](=O)[O-])cc2ccccc12	-12	-2	0	12	-20	14	-23	-1.3	9	15	-7
C[C@H](NC(=O)[C@@H]1CSC2c3ccccc3C(=O)N21)C(=O)NCCc1ccc(F)cc1 (stereo not given in full)	3	7	-12	20	11	4	-29	-3.0	0	-4	11
OC(CNCc1cccnc1)COc1ccc2ccccc2c1 (stereo not given)	-10	-2	1	-2	5	-2	3	-0.3	-8	-9	1
CC(C)(C)[C@H]1C=C(C(=O)N2CCN(Cc3ccccc3)CC2)O[C@@H](OCc2ccc(CO)cc2)C1	7	-3	-5	-2	4	3	-11	0.2	2	-14	2
Cc1cccc(C)c1NC(=O)C1CCCN1S(=O)(=O)c1ccc2c(c1)n(C)c(=O)c(=O)n2C (stereo not given)	13	0	-2	20	·	7	6	0.7	-2	·	-2
CC1CCc2c(sc(NC(=O)C3=COCCO3)c2C(N)=O)C1 (stereo not given)	-114	-14	-4	-98	-59	-7	-143	-0.8	-39	-49	-16
COc1ccc(-c2nc3ccccc3c(=O)n2-c2c(C)n(C)n(-c3ccccc3)c2=O)cc1	4	-13	8	-6	-13	4	-8	-0.1	9	14	-1
CC(C)C(NC(=O)c1ccc(F)cc1)C(=O)N1CCOCC1 (stereo not given)	14	-1	5	-10	23	-1	-7	-1.8	2	-7	-6
CN(C)c1ccc(C(=O)N2CCNC(=O)C2CC(=O)Nc2ccc(F)cc2)cc1 (stereo not given)	-1	1	2	-15	4	8	-1	-1.9	0	-16	1

An excerpt of these results, as labelled records.
CS(=O)(=O)N(Cc1ccccc1F)c1ccccc1
  NCOA3 inh: 11
  TLR9-MyD88 block: -2
  ABHD5 PLIN5 PPI: 8
  LRH-1 inv ag: -11
  NR2F2 inh: 6
  MC4R antag cAMP: 0
  NCOA1 inh: -16
  MC4R barr agon: -0.3
  LMP1 NFkB inh: -8
  SRC2 inh: -9
  NOD2-RIPK2 inh: -3
COc1ccc(-n2nc(C(=O)NCC(=O)NCC3CCCO3)c3ccccc3c2=O)c(OC)c1 (stereo not given)
  NCOA3 inh: 4
  TLR9-MyD88 block: -9
  ABHD5 PLIN5 PPI: -7
  LRH-1 inv ag: -12
  NR2F2 inh: -13
  MC4R antag cAMP: 1
  NCOA1 inh: -1
  MC4R barr agon: -1.0
  LMP1 NFkB inh: 6
  SRC2 inh: -15
  NOD2-RIPK2 inh: -6
C[C@H](NC(=O)[C@@H]1CSC2c3ccccc3C(=O)N21)C(=O)NCCc1ccc(F)cc1 (stereo not given in full)
  NCOA3 inh: 3
  TLR9-MyD88 block: 7
  ABHD5 PLIN5 PPI: -12
  LRH-1 inv ag: 20
  NR2F2 inh: 11
  MC4R antag cAMP: 4
  NCOA1 inh: -29
  MC4R barr agon: -3.0
  LMP1 NFkB inh: 0
  SRC2 inh: -4
  NOD2-RIPK2 inh: 11

Structures shown so far containing fluorine (8):
SMILES	NCOA3 inh	TLR9-MyD88 block	ABHD5 PLIN5 PPI	LRH-1 inv ag	NR2F2 inh	MC4R antag cAMP	NCOA1 inh	MC4R barr agon	LMP1 NFkB inh	SRC2 inh	NOD2-RIPK2 inh
Fc1ccc(OCc2nc(-c3ccc(Br)o3)no2)c(F)c1	-15	2	5	-19	-3	2	-41	2.7	-15	-56	-25
COc1ccc(CCC(C)NCc2ccc(C(F)(F)F)cc2)cc1 (stereo not given)	16	8	1	26	-5	4	-2	1.7	-3	4	9
COc1ccc(C(=O)O)cc1F	11	2	-7	10	1	14	-26	1.1	1	9	3
O=C(CCSCCC(=O)Nc1ccccc1F)Nc1ccccc1F	14	0	-9	1	-9	1	2	-1.9	2	29	0
CS(=O)(=O)N(Cc1ccccc1F)c1ccccc1	11	-2	8	-11	6	0	-16	-0.3	-8	-9	-3
C[C@H](NC(=O)[C@@H]1CSC2c3ccccc3C(=O)N21)C(=O)NCCc1ccc(F)cc1 (stereo not given in full)	3	7	-12	20	11	4	-29	-3.0	0	-4	11
CC(C)C(NC(=O)c1ccc(F)cc1)C(=O)N1CCOCC1 (stereo not given)	14	-1	5	-10	23	-1	-7	-1.8	2	-7	-6
CN(C)c1ccc(C(=O)N2CCNC(=O)C2CC(=O)Nc2ccc(F)cc2)cc1 (stereo not given)	-1	1	2	-15	4	8	-1	-1.9	0	-16	1

Screens as filed in PubChem BioAssay.
